Bioassay records from PubChem BioAssay.
RAD54 branch – inhibitors of human RAD54 branch migration, primary screen, biochemical, fluorescence, single point | DNA repair and recombination protein RAD54-like (Homo sapiens), Q92698 | RAD54 Holliday junction branch migration, FAM/BHQ fluorescence | inhibition, % at 10.4 µM | hit rate 0.14% among 360,000;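 active = mean normalized replicate activity at least 40 and at least half of replicates scoring 40 or more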;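 note: 0% = median of neutral control wells and 100% = median of positive control wells; inhibitors cause a drop in the FAM fluorescence signal; in these data hits start at about 50%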
Target sequence (Q92698 whole entry, looked up): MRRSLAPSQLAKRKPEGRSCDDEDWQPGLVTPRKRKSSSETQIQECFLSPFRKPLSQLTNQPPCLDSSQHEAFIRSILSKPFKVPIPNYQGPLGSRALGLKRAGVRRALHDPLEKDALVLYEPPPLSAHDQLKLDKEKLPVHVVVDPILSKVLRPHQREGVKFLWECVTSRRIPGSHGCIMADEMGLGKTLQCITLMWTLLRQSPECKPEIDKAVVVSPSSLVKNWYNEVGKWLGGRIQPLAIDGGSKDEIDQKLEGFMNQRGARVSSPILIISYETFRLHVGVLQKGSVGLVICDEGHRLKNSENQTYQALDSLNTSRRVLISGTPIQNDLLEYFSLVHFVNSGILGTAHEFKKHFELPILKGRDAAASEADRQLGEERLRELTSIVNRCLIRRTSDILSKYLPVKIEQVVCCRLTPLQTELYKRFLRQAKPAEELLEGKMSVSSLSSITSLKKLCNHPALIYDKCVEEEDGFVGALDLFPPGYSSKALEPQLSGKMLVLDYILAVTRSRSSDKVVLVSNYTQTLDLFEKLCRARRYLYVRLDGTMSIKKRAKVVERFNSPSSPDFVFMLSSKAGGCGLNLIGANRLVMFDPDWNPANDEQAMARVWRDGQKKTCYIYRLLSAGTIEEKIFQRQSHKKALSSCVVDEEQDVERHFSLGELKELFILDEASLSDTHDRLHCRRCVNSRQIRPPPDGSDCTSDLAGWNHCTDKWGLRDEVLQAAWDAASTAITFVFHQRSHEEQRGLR
* = called active by the depositor. Not all compounds are listed; rates above refer to the full screens.

| molecule | RAD54 branch |
| --- | --- |
| COc1c(N2CCN(C(=S)NCc3ccccc3)C(C)C2)c(F)cc2c(=O)c(C(=O)O)cn(C3CC3)c12 (configuration not stated) | 10 |
| CC(=O)c1cc2c(cc1NS(=O)(=O)c1ccc(C)cc1)OCCO2 | -3 |
| O=C(C[n+]1ccc(C(=O)N/N=C/c2ccc(O)cc2)cc1)c1ccccc1 | 0 |
| c1coc(CNC2CCCCC2)c1 | 0 |
| Cc1cccc(-n2c(=O)c(C#N)cc3c(=O)n4ccccc4nc32)c1 | -7 |
| CCc1c(C)c2c(C)[nH]nc2oc1=O | -3 |
| Cc1ccc(C(=O)c2nc3c(n2O)CCCC3)cc1 | -1 |
| Cc1nc(N2CCN(C(=O)c3ccc(Cl)cc3)CC2)c(C#N)c2c1COC(C)(C)C2 | -6 |
| COc1ccc(CC(=O)NC(C)(C)CC(C)=O)cc1OC | 0 |
| Cc1ccc(S(=O)(=O)Cc2ccc(C(=O)NCCCN3CCN(C)CC3)o2)cc1 | -1 |
| Cc1cccc2cc(CN(CC3CCCO3)C(c3nnnn3Cc3ccco3)C(C)C)c(=O)[nH]c12 (configuration not stated) | 7 |
| CSc1ccc(-c2sc(Nc3ccccc3)n[n+]2-c2ccccc2)cc1 | 7 |
| Cc1cc(C)c(S(=O)(=O)NNC(=O)C2CCN(Cc3ccccc3)CC2)c(C)c1 | -2 |
| COC(=O)CSc1nc(NC(C)=O)nc(C)c1Br | 9 |
| CCOC(=O)C1=C(C)N(C)C(=O)NC1c1ccccc1OC (configuration not stated) | 0 |
| COc1ccc(NC(=O)CSc2nnc(C3CCCCC3)n2-c2ccccc2)cc1 | -4 |
| Fc1cccc(NCc2cn3ccccc3n2)c1 | -1 |
| Cc1sc2ncnc(SCC#N)c2c1C | -5 |
| C=CCn1c(-c2ccccc2)c[nH]c1=S | 8 |
| Cc1cccc(OCC(O)CN2C(C)(C)CC(O)CC2(C)C)c1C (configuration not stated) | -1 |
| COc1ccc(Cc2c3cc(OC)c(OC)cc3cc[n+]2C)cc1OC | -12 |
| Cc1cc([N+](=O)[O-])c(NCCCCCCO)c([N+](=O)[O-])c1 | 5 |
| Cc1ccc2[nH]c3c(c2c1)CN(C(=O)CN1c2ccc(F)cc2CCC1C)CC3 (configuration not stated) | 0 |
| COC(=O)c1ccccc1NC(=O)CN1CCOCC1 | -2 |
| Cc1ccccc1N1C(=O)CC(Sc2nnc(-c3ccccc3)o2)C1=O (configuration not stated) | -1 |
| CCSc1nnc(NC(=O)CSc2nc3c(c(=O)n2-c2ccccc2OC)SCC3)s1 | 10 |
| CCOC(=O)c1ccoc1CSCc1ccc(C(=O)OC)o1 | 9 |
| O=c1[nH]c(NCc2ccccc2)nc2c1CCCC2 | -13 |
| CCN(c1cccc(C)c1)S(=O)(=O)c1ccc2c3c(cccc13)C(=O)N2 | -1 |
| O=C(Nc1ccc2c(c1)OCO2)c1c(F)c(F)c(F)c(F)c1F | -17 |
| CCCc1cc(=O)[nH]c(SCc2ccccc2Cl)n1 | -7 |
| Cc1n[nH]c(C)c1N=Nc1cc(Cl)ccc1Cl | -7 |
| Cc1c(CC(=O)O)c(=O)oc2cc(OCc3nn[nH]n3)ccc12 | -6 |
| [O-][n+]1ccc(C2CC2)cc1 | -9 |
| O=c1oc2cc(O)ccc2c2ccccc12 | -1 |
| CCOC(=O)C1=C(CN2CCN(C(=O)c3ccco3)CC2)NC(=O)NC1c1ccccc1 (configuration not stated) | -2 |
| C=CCn1c(SCC(=O)Nc2cccc3ccccc23)nnc1-c1cnccn1 | -1 |
| COC(=O)c1c(NC(=S)Nc2ccccc2Cl)sc(C)c1C | -6 |
| CCCCNC(=O)CCc1c(C)nc2nc(-c3cc(OC)cc(OC)c3)nn2c1C | 9 |
| CCOc1ccccc1C(=O)NC1CCN(Cc2nnnn2C2CCCC2)CC1 | -1 |
| O=C(Nc1ccc(N2CCN(C(=O)c3ccccc3)CC2)cc1)c1ccc2c(c1)OCO2 | 8 |
| CC(C)(C)NC(=O)Cn1c(-c2nonc2N)nc2ccccc21 | -3 |
| NC(=O)CSc1nc2ccccc2c(=O)n1Cc1ccco1 | -2 |
| COc1ccc(NC(=O)C2CCCN2S(=O)(=O)c2cccc3nsnc23)c(OC)c1 (configuration not stated) | 3 |
| CCCCn1nnnc1SCC(=O)Nc1sc2c(c1C#N)CCCC2 | -8 |
| CCOC(=O)c1ccc(NC(=O)CSc2ncccn2)cc1 | -7 |
| CCc1noc(C)c1C(=O)Nc1nc(-c2cc(C)ccc2C)c(C)s1 | 7 |
| CCOC(=O)c1cccc(NC(=O)c2cnccn2)c1 | 0 |
| CCCCOC(=O)c1ccc(NC(=O)CSC2=Nc3ccccc3C3CC=NN23)cc1 (configuration not stated) | -11 |
| COCCNC(=O)C(c1ccco1)N(C(=O)Cn1nnc2ccccc21)c1cccc(C)c1C (configuration not stated) | -13 |
| Cc1onc(-c2ccccc2)c1C(=O)Nc1ccccc1N1CCOCC1 | 4 |
| CCSc1nc2sc3c(c2c(=O)n1CC)CC(C)(C)OC3 | -1 |
| O=S(=O)(Nc1ccc2c(c1)OCCO2)c1ccc(F)cc1 | 5 |
| CCn1c(N2CCN(C(=O)Nc3ccc(F)cc3)CC2)nc2ccccc21 | -13 |
| Cc1ccc(-c2cc(C(=O)NCCCN3CCOCC3)no2)cc1 | 5 |
| O=C(c1cn(-c2ccccc2)nc1-c1cccs1)N1CCOCC1 | 2 |
| Cc1ccc(-n2nnc3c(=O)n(Cc4cc(C)ccc4C)cnc32)cc1 | -2 |
| Cc1cc(NC(=O)c2ccc(C)s2)n(-c2ccccc2)n1 | -6 |
| CCN(c1ccccc1)S(=O)(=O)c1ccc(C(=O)Nc2nccs2)cc1 | -3 |
| CN(C)S(=O)(=O)c1cccc(NC(=O)COC(=O)CCc2nc3ccccc3s2)c1 | 5 |

Continuation:
| molecule | RAD54 branch |
| --- | --- |
| Cc1cc(C(=O)CSc2nnnn2C)c(C)n1-c1cccc(F)c1 | 0 |
| O=C(COc1ccc(CO)cc1)Nc1ccc(F)cc1 | -6 |
| Cc1occc1C(=O)Nc1nnc(C2CCCCC2)s1 | -11 |
| Cc1c(C(=O)N(C)C)sc2nc(-c3ccccn3)[nH]c(=O)c12 | 5 |
| Cc1c(NC(=O)CSc2ccccn2)c(=O)n(-c2ccccc2)n1C | -5 |
| CCCCOc1ccccc1NC(=O)Cn1c(-c2nonc2N)nc2ccccc21 | 7 |
| Cc1ccc(NC(=O)C2CC(=O)NC(N3CCc4ccccc43)=N2)cc1 (configuration not stated) | 9 |
| CCC(C)N(C(=O)CSc1nc(-c2ccccc2)cs1)C1CCS(=O)(=O)C1 (configuration not stated) | -5 |
| CCCCCc1c(C)nc(Nc2ccccc2)[nH]c1=O | -4 |
| Cc1onc(-c2ccccc2)c1C(=O)NCCc1ccc(S(N)(=O)=O)cc1 | 8 |
| CCOc1ccc(C2C(C#N)=C(C)NC3=C2C(=O)c2ccccc23)cc1 (configuration not stated) | 6 |
| CCSc1ccccc1C(=O)Nc1nncs1 | -2 |
| C=CCn1c(-c2cccn(Cc3ccc(Cl)cc3Cl)c2=O)n[nH]c1=S | 7 |
| COc1ccc(C(=O)c2c[nH]c(C(=O)NCc3ccco3)c2)cc1 | 6 |
| CCOc1ccc2oc(-c3ccccc3)c(C(=O)N3CCN(C)CC3)c2c1 | -12 |
| Cc1ccc(NC(=O)CSc2nnc(Cn3cnc4ccccc43)o2)c(C)c1 | 0 |
| O=C(C1Cc2ccccc2O1)N1CCCCC1 (configuration not stated) | -2 |
| CCC(Oc1ccccc1)C(=O)Nc1ccc(S(=O)(=O)NCC2CCCO2)cc1 (configuration not stated) | 11 |
| O=C1c2cnccc2CN1Cc1ccccc1 | 3 |
| Cc1cc(SCC(=O)Nc2ccccc2C)nc(C)n1 | -8 |
| CCCNC(=O)N1CCC(C(=O)c2ccc(F)cc2)CC1 | -10 |
| COC(=O)c1c(C)c(C)nc(N)c1C#N | -7 |
| CCCOc1c(OC)cccc1C1CC(=O)Nc2cc3c(cc21)OCCO3 (configuration not stated) | 8 |
| CCCOc1ccc(OCCSc2ncccn2)cc1 | -8 |
| Cc1oc(-c2cccc(Cl)c2)nc1CN1CCC(C(=O)NCCCN2CC(C)CC(C)C2)CC1 (configuration not stated) | 5 |
| COc1cc(OC)cc(C(=O)Nc2ccc(-c3nc4ccccc4o3)cc2)c1 | 4 |
| O=C(C[C@@H]1C/C=C\C[C@H](NC(=O)OCC2c3ccccc3-c3ccccc32)C(=O)OC[C@H]2CCCN2C1=O)NCCO | -7 |
| O=c1c2ccccc2nnn1CSc1nnc(-c2cccnc2)n1-c1ccccc1F | -1 |
| CCN1CCN(C2=C(Cl)C(=O)N(Cc3ccccc3)C2=O)CC1 | -14 |
| O=c1cc(COn2nnc3ccc(C(F)(F)F)cc32)nc2sccn12 | -2 |

Brought forward from above: three entries, followed by the next part.
| molecule | RAD54 branch |
| --- | --- |
| O=c1c2ccccc2nnn1CSc1nnc(-c2cccnc2)n1-c1ccccc1F | -1 |
| CCN1CCN(C2=C(Cl)C(=O)N(Cc3ccccc3)C2=O)CC1 | -14 |
| O=c1cc(COn2nnc3ccc(C(F)(F)F)cc32)nc2sccn12 | -2 |
| Cc1ccc(C(N)=S)c(C)c1 | -2 |
| Nc1c(NCc2ccccc2)c(=O)[nH]c(=O)n1Cc1ccccc1 | 0 |
| COc1ccc(CNC(=O)C(=O)NCC2CCCO2)cc1 (configuration not stated) | 6 |
| CCOc1cc(/C=N/NS(=O)(=O)c2ccccc2)ccc1OS(=O)(=O)c1ccc(C)cc1 | 1 |
| CCCCNc1nc(CC(C)=O)ns1 | -7 |
| CCc1nc2c(OCC(=O)C(C)(C)C)cccn2c1N(C)C(=O)C(C)C | -13 |
| COc1ccc(CCNC(=O)c2cccnc2)cc1OC | -1 |
| CCCCn1c(SCC(=O)NCc2ccco2)nnc1-c1ccoc1C | -12 |
| CC(=O)n1cc(/C=N/NC(=O)c2ccccc2Cl)c2ccccc21 | 3 |
| COn1c(-c2ccccc2)nc2c1CCc1c-2no[n+]1[O-] | 6 |
| CCOc1cc(/C=N/O)ccc1OS(=O)(=O)c1ccc(C)cc1 | 4 |
| CCCc1ccc(C2=Nn3c(nnc3C(C)C)SC2)cc1 | -14 |
| O=C(NCc1cccs1)c1cc(-c2cccc(Cl)c2)on1 | 3 |
| CCOC(=O)C1=C(C)Nc2ncnn2C1c1cc(OC)ccc1OC (configuration not stated) | -6 |
| Cn1c(/C(C#N)=C2/CCCCCN2)nc2ccccc21 | -11 |
| COc1ccc2c(c1)-c1c(sn(-c3ccc(OC)c(OC)c3)c1=S)C(C)(C)N2 | 9 |
| Cn1c(NCCCN2CCOCC2)nc2c1c(=O)n(Cc1ccc(Cl)cc1Cl)c(=O)n2C | 4 |
| CCOC(=O)C(NC(=O)c1ccccc1)=C1C=C(C)OC(C)=C1 | 6 |
| CCOC(=O)C1(S(=O)(=O)c2ccc(Cl)cc2)CCN(Cc2ccccc2)CC1 | -2 |
| O=S(=O)(NC1CCCCC1NCc1ccco1)c1ccc(Cl)cc1 (configuration not stated) | -8 |
| Cc1noc(C)c1C(=O)NCc1ccco1 | 4 |
| Cn1cccc1C(=O)OCc1cc(Cl)cc2c1OCOC2 | 2 |
| CCOC(=O)c1c(-c2ccc(C)s2)csc1NC(=O)c1cccs1 | -5 |
| CC1(C)NC(=O)N(CCCOc2ccccc2Br)C1=O | 0 |
| Cc1ccc(C)c(NC(=O)c2sc(Cl)nc2-c2ccccc2)c1 | -1 |
| CC(C)(C)NC(=O)Nc1ccccc1C(N)=O | 0 |
| CCOc1ccc(-n2c(COc3ccc(C)cc3)nnc2SCC(N)=O)cc1 | -6 |
| CCOc1ccc(NC(=O)CSc2nnc(C)n2Cc2ccccc2)cc1 | 7 |
| O=C(c1ccc(O)cc1)c1ccc(C(=O)O)c(C(=O)O)c1 | -16 |
| O=C(CN1CCC(O)CC1)N1c2ccccc2C=Cc2ccccc21 | 1 |
| Cc1cc(C)c(S(C)(=O)=O)c(Oc2ccccc2C)n1 | 1 |
| CN(C)/C=C1\C(=O)N(c2ccc(Cl)cc2)CS1(=O)=O | 0 |
| COc1cccc(NC(=O)COC(=O)c2c(-c3ccccc3)noc2C)c1 | -2 |
| CSC1=N/C(=C\C=C\c2cccs2)C(=O)S1 | -15 |
| O=C(O)CN1C(=O)Nc2ccc(Br)cc2C1c1ccccc1 (configuration not stated) | -7 |
| NC(=O)CC(NC(=O)OCc1ccccc1)C(=O)O (configuration not stated) | -3 |
| N#Cc1c(-c2cccs2)cc(-c2cccnc2)nc1N | -13 |
| CC12CCC(C(=O)N(Cc3ccccc3)Cc3ccccc3)(OC1=O)C2(C)C (configuration not stated) | 1 |
| O=C(Nc1ccccc1)Nc1cc(Cl)cc(Cl)c1 | 6 |
| CC1(C)CC(=O)C(C=NCC2CCCO2)=C(O)C1 (configuration not stated) | 1 |
| CCCNc1ncccc1C(N)=O | 0 |
| CC(CC(=O)Nc1cc([N+](=O)[O-])ccc1Cl)c1ccccc1 (configuration not stated) | -7 |
| Cc1ccc2[nH]c3c(c2c1)CN(C(=O)CN1CCSCC1)CC3 | 1 |
| O=C(NCc1ccc2c(c1)OCO2)C1COc2ccccc2O1 (configuration not stated) | -1 |
| COc1ccc(S(=O)(=O)N2CCC(C(=O)N3CCCCCC3)CC2)cc1 | 7 |
| C=CCOC(=O)C1=C(C)NC(SCC(=O)Nc2ccc(C)c(Cl)c2)=C(C#N)C1c1ccco1 (configuration not stated) | -12 |
| N#Cc1c2n(c3c(=O)n(Cc4ccc(Cl)cc4)cnc13)CCCC2 | 4 |
| COc1cc(NC(=O)CS(=O)(=O)c2ccccc2)cc(OC)c1OC | 10 |
| O=C(Cn1c(=O)oc2ccccc21)NCc1ccco1 | -5 |
| O=C(COc1cccc(-n2cnnn2)c1)N1CCOCC1 | -8 |
| COC(=O)CC1COc2ccccc2N1C(=O)c1cccc(Cl)c1 (configuration not stated) | -4 |
| CCOC(=O)c1[nH]c(C)c(/C(O)=C2\C(=O)C(=O)N(CCN(C)C)C2c2ccco2)c1C (configuration not stated) | 5 |
| O=C(NCCOC(=O)C1COc2ccccc2O1)C1COc2ccccc2O1 (configuration not stated) | -1 |
| CCOC(=O)N1CCC(NC(=O)CSCc2nc(-c3sccc3C)oc2C)CC1 | -3 |
| O=C(/C=C/c1ccccc1Cl)NCc1ccco1 | -11 |
